Source: PubChem BioAssay
p53ts 32C kill: qHTS Screen for Compounds that Selectively Target Cancer Cells with p53 Mutations: Cytotoxicity of p53ts Cells at the Permissive Temperature; H1299-p53A138V at 32C, ATP luminescence viability, 24 h; Potency, µM (highest dose often 46.1 µM), for inactives: at the top dose activity change, negative = cytotoxicity, hits mostly cytotoxic; actives 0.93% (n = 130,000);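 also: 0% = DMSO and -100% = full killing by reference compound; nearly all actives have a fitted effect of over 55% in size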
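H1299-p53 A138V cells (temperature-sensitive p53) exposed 24 h to up to 46 uM compound at 32C, where p53 is wild-type in conformation. Viability read as ATP luminescence and normalised to DMSO and 100 uM tamoxifen. AC50 fitted with the Hill equation.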
Peg3 imprint: qHTS Assay for Compounds that Induce Erasure of Genomic Imprints. mouse ES Peg3-LacZ reporter, beta-gal luminescence, 40 h. Potency, µM (highest dose often 60.7 µM), without a hit: at the highest dose activity change, positive = activation, hits mostly activators. actives 0.02% (n = 110,000). AID 1948, 2009;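 also: 0% = negative control wells on the plate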
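Readout: BetaGlo luminescence (5 min, room temp) for LacZ from the normally silent maternal Peg3 allele in female Peg3LacZ-Neo ES cells. Cells 300/well, 40 h, 37C, 5% CO2. Data normalized per plate to negative controls.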
p53ts 39C kill: qHTS Screen for Compounds that Selectively Target Cancer Cells with p53 Mutations: Cytotoxicity of p53ts Cells at the Nonpermissive Temperature; H1299-p53A138V viability at 39C, ATP luminescence, 24 h; actives 1.5% (n = 130,000); Potency, µM (series often up to 46.1 µM), inactives show top-dose activity change, negative = cell killing, most hits filed as cytotoxic; also: nearly all actives have a fitted effect of over 55% in size
IkB sig inh: IkB Signaling | AID 445, 2006 | actives 0.04% (n = 110,000) | Potency, µM (doses to about 57.1 µM), without a hit: at the top dose IkBa stabilization activation | ABC-DLBCL IkBa-CBG/CBR dual luciferase ratio, 4 h; response scale: scaled: untreated 0%, proteasome inhibitor 100%; active = well fitted curve in the direction sought with a large enough effect in the signal ratio, not every such curve was filed as active; inconclusive = small, poorly fitted or top-dose-only effect, or a change in a side signal; the % refers to the signal ratio;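 also: the direction sought is a rising ratio; 0% = basal untreated cells and 100% = reference inhibitor full response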
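In this assay, an IκBα–CBG68 fusion accumulates when IKK-driven degradation is blocked; native CBR normalizes for cell number. OCI-Ly3 cells were treated 4 h with compound and doxycycline, then green and red light read after Chroma-Glo addition.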
Starred values were filed as active, the others as inactive; ? = inconclusive; · = no result given; & = joins results of further samples; [ ] = another dose, or the depositor's remark. Unless noted, calls follow the shape of the dose curve; as a rule, active = well fitted curve in the direction sought with a large enough effect; inconclusive = small, poorly fitted or top-dose-only effect, or another doubt; inactive = no such curve, though single readings can be large; an effect the other way counts as inactive or inconclusive. Unless noted, % is scaled to controls: 0 for no effect and ±100 for the full control effect; potency is read from the fitted curve at half-maximal effect. No enrichment for hits. About 1.7% of those tested had a hit in this group.

SMILES	p53ts 32C kill	Peg3 imprint	p53ts 39C kill	IkB sig inh
CC(Oc1ccc(Cl)cc1Cl)C(=O)NCCCn1ccnc1 (stereo unspecified)	-9%	-14%	0%	1.4%
CCOC(=O)c1c(-c2ccccc2)oc2ccc(OCc3ccccc3Br)cc12	10%	-6%[10.9 µM]	9%	9.9%
CCOC(=O)c1c(C)oc2c1c1c(c3ccccc32)OCN(Cc2cccnc2)C1	-3%	-16%	-19%	?
O=C1Nc2ccccc2C1=Nc1ccc(-c2nnc3n2CCCCC3)cc1	10%	3%	2%	1.4%
FC(F)(F)c1ccccc1-c1ccc2ncnc(NC3CC3)c2c1	7%	-18%	-9%	5.8%[11.4 µM]
COc1ccc(C2=C(C)C(N3CCC(C(=O)Nc4cc(C)ccc4C)CC3)=NS2(=O)=O)cc1	4%	-9%[10.9 µM]	-1%	1.3%
CCc1c(C)c2ccc3c(c2oc1=O)CN(Cc1ccccc1)CO3	2%	-13%[10.9 µM]	-12%	-2.3%
Cc1ccc(-c2nnn(CC(=O)N(c3ccc(F)cc3)C(C(=O)NC3CCCC3)c3ccco3)n2)o1 (stereo unspecified)	12%	·	-2%	5.5%
Cc1ccc2c(CC(=O)NCc3ccc4c(c3)OCO4)coc2c1	-6%	-6%	3%	0.7%
Cc1ccc(OC(=O)CSc2nnc(-c3ccc4c(c3)OCO4)o2)cc1	0%	-13%[10.9 µM]	-7%	1.6%
C=CCOc1ccc(/C(O)=C2/C(=O)C(=O)N(CCCN3CCOCC3)C2c2ccc(OC)cc2)cc1 (stereo unspecified)	-1%	·	1%	·
Cc1ccc(CSc2cn(CC(=O)N3CCCCC3)c3ccccc23)cc1	-10%	-7%[10.9 µM]	-6%	0.2%
Fc1ccccc1CSc1nnc(-c2cccs2)o1	-10%	-12%	-5%	0.2%
C(=N\Nc1nc(-c2ccccc2)cs1)/c1ccco1	-5%	·	-16%	·
CC(C)Nc1c(N)c(=O)oc2ccccc12	9%	-12%	5%	?
CS(=O)(=O)N1CCC(C(=O)NCc2ccncc2)CC1	0%	4%	2%	0.3%
Cc1ccc(N(Cc2cccs2)C(=O)c2ccccc2[N+](=O)[O-])cc1	-3%	-8%[10.9 µM]	9%	?
CC(C)c1ccc(NC(=O)CNC(=O)Cn2ccc3ccccc3c2=O)cc1	5%	-5%[10.9 µM]	17%	-1.4%
C=C1C(=O)C=C2CN(C(=O)c3ccccc3)[C@@](Cc3ccc(F)cc3)(C(=O)OC)[C@@H]12	3.2µM*	-34%[inhibitor]	3.2µM*	·
CC1CCN(CCCNC(=O)C2CC(=O)N(C3CCCCCC3)C2)CC1 (stereo unspecified)	0%	-22%	-12%	-0.7%

An excerpt of the results above, as a working copy:
SMILES	p53ts 32C kill	Peg3 imprint	p53ts 39C kill	IkB sig inh
CS(=O)(=O)N1CCC(C(=O)NCc2ccncc2)CC1	0%	4%	2%	0.3%
Cc1ccc(N(Cc2cccs2)C(=O)c2ccccc2[N+](=O)[O-])cc1	-3%	-8%[10.9 µM]	9%	?
CC(C)c1ccc(NC(=O)CNC(=O)Cn2ccc3ccccc3c2=O)cc1	5%	-5%[10.9 µM]	17%	-1.4%
C=C1C(=O)C=C2CN(C(=O)c3ccccc3)[C@@](Cc3ccc(F)cc3)(C(=O)OC)[C@@H]12	3.2µM*	-34%[inhibitor]	3.2µM*	·
CC1CCN(CCCNC(=O)C2CC(=O)N(C3CCCCCC3)C2)CC1 (stereo unspecified)	0%	-22%	-12%	-0.7%

(continued)
SMILES	p53ts 32C kill	Peg3 imprint	p53ts 39C kill	IkB sig inh
COc1ccccc1/C=C/C=N/NC(=O)CN1CCN(S(=O)(=O)c2ccc(C)cc2)CC1	7%	·	4%	·
COc1cc(OC)c(N2CC34C=CC(O3)C(C(=O)O)C4C2=O)cc1Cl (stereo unspecified)	3%	-14%	18%	-1.9%
O=C(Cc1cccs1)Nc1c(C(=O)Nc2ccc(F)cc2)oc2ccccc12	-4%	?	5%	?
COc1cc(NC(=O)Nc2nnc(N3CCCCC3)s2)cc(OC)c1	-4%	-6%[10.9 µM]	-11%	?
O=C(Nc1ccc(OC(F)(F)F)cc1)c1cc2c(=O)n3ccccc3nc2s1	4%	4%[10.9 µM]	21%	-3.9%
CCOC(=O)C(CC)Sc1c(CC)cnc2c1c(=O)n(C)c(=O)n2C (stereo unspecified)	-22%	11%[10.9 µM]	18%	2.2%
CCOC(=O)c1ccc(NC(=O)CC2C(=O)N(c3cccc(OC)c3)C(=O)N2C2CCCCC2)cc1 (stereo unspecified)	7%	-15%[10.9 µM]	-4%	?
CCc1ccc(C(=O)Nc2ccc3nn(-c4ccc(C)c(Cl)c4)nc3c2)cc1	-3%	-21%[10.9 µM]	0%	-1.8%
Cc1ccc(C(=O)NC2CCCc3ccccc32)o1 (stereo unspecified)	13%	-16%	5%	17%
CCn1c(SCC(=O)Nc2cc(C)on2)nnc1-c1cccs1	7%	-6%	6%	1.3%
COc1ccc(CNC(=O)CN2C(=O)CCn3nc(-c4ccccc4)cc32)c(OC)c1	-2%	-5%[10.9 µM]	2%	?
CCOc1ccc(OCC)c(NC(=O)CCn2cccc2)c1	5%	·	0%	·
COCCN1C(=O)C(=O)/C(=C(/O)c2cccc(OC)c2)C1c1ccncc1 (stereo unspecified)	-20%	·	-8%	0.0%
CC(=O)C1=C(O)C(=O)N(Cc2cccnc2)C1c1ccc(Cl)cc1Cl (stereo unspecified)	0%	0%	3%	0.5%
CSC1=NCCN1C(=O)c1cccs1	-5%	-16%	-3%	1.0%
Cc1ccc(Nc2nc(N3CCOCC3)c3ccccc3n2)cc1	-5%	-17%	-14%	?
O=C(CCS(=O)(=O)c1cccc2nonc12)N1CCOCC1	-11%	-14%	8%	2.7%
O=C(CN1C(=O)COc2ccc(S(=O)(=O)Nc3ccccc3)cc21)NCc1ccccc1Cl	5%	15%[10.9 µM]	34%[activator]	?
O=C(O)CCC(=O)NC1CCCCC1NC(=O)CCC(=O)O (stereo unspecified)	-1%	-5%	5%	0.7%
CCCCn1c(=O)c2oc3ccccc3c2n(Cc2ccc(C)cc2)c1=O	6%	17%[10.9 µM]	-22%	0.2%
CCOc1ccc(NC(=O)CSc2nnc(-c3ccccc3Cl)n2Cc2ccco2)cc1	-5%	-21%	3%	1.1%
Cc1ccc(NS(=O)(=O)c2ccc(NC(=O)c3ccc(Br)o3)cc2)c(C)c1	12%	9%	22%	?
COc1ccc(Cn2c(=O)[nH]c3cc(C(=O)N4CCN(Cc5ccccc5)CC4)ccc3c2=O)cc1	2%	-9%	-12%	?
CC(C)CNC(=O)CCSc1nc(-c2ccc3c(c2)OCO3)cc(C(F)(F)F)n1	-1%	-11%[10.9 µM]	-16%	0.4%
COc1ccc(Cl)cc1Nc1ccc2cc(S(=O)(=O)N3CCCCC3)ccc2n1	-1%	-6%[10.9 µM]	?	-1.2%
Cc1nc2c(-c3ccccc3)c(C)nn2c(C)c1CCC(=O)NCc1ccc(Cl)cc1	2%	4%[10.9 µM]	-4%	2.2%
CCCNC(=O)C1CCN(c2nc3ccc(C)cc3[nH]2)CC1	-3%	7%[10.9 µM]	-12%	-2.5%
COc1cc(CCNC(=O)c2ccc3c(c2)c(C)c(C)n3Cc2cccc(C)c2)cc(OC)c1OC	16%	-16%[10.9 µM]	-15%	2.2%
COc1ccc(NC(=O)C(=O)NCC(c2cccnc2)N2CCc3ccccc3C2)cc1 (stereo unspecified)	?	-15%[10.9 µM]	10µM*	-1.8%
CCc1c(C)sc(NC(=O)C2CCCO2)c1C#N (stereo unspecified)	-3%	·	-12%	·
COc1ccc(CCNC(=O)c2c(O)c3cccc4c3n(c2=O)CC4)cc1	4%	-4%	6%	?
O=C(COc1ccccc1)NCC(=O)NC1=NCCS1	7%	17%	-7%	0.4%
O=C(Nc1ccc(F)cc1F)c1cc2c(=O)n3ccccc3nc2s1	9%	11%[10.9 µM]	22%	2.3%
COc1cccc(CNC(=O)CCc2cn(Cc3ccccc3Cl)c3ccccc23)c1	-2%	-8%[10.9 µM]	-21%	0.9%
OC(CN1C2=NCCCN2c2ccccc21)c1ccc2c(c1)OCO2 (stereo unspecified)	-5%	-11%	-8%	0.3%
CCOC(=O)c1[nH]c(C)c(C(=O)OCC(=O)NC(=O)NC(C)(C)C)c1C	4%	-14%	-1%	0.1%
CC(C)(C)c1ccc(S(=O)(=O)NCC(=O)N2CCN(C(=O)c3ccco3)CC2)cc1	2%	-1%	3%	-0.3%
O=C(CN1CCN(c2ccc(Cl)cc2)CC1)Nc1ccc(F)c(F)c1	-2%&3%	8%[10.9 µM]	-11%&-31%	?
Cc1ccccc1C(=O)Nc1cc2c(cc1N1CCOCC1)n(C)c(=O)n2C	5%	6%[10.9 µM]	-9%	4.2%
CCCOc1ccccc1-c1nc2c([nH]1)c(=O)[nH]c(=O)n2C	-1%	-17%	8%	-3.8%

Only IkB sig inh and p53ts 39C kill (4 entries from above):
SMILES	IkB sig inh	p53ts 39C kill
COc1ccc(CCNC(=O)c2c(O)c3cccc4c3n(c2=O)CC4)cc1	?	6%
O=C(COc1ccccc1)NCC(=O)NC1=NCCS1	0.4%	-7%
O=C(Nc1ccc(F)cc1F)c1cc2c(=O)n3ccccc3nc2s1	2.3%	22%
COc1cccc(CNC(=O)CCc2cn(Cc3ccccc3Cl)c3ccccc23)c1	0.9%	-21%

(listing goes on)
SMILES	p53ts 32C kill	Peg3 imprint	p53ts 39C kill	IkB sig inh
CCCCN1C(=O)C(NC(C)=O)c2ccccc21 (stereo unspecified)	0%	-9%	16%	0.3%
Cc1ccc(S(=O)(=O)c2nc(NC3CCS(=O)(=O)C3)sc2Cl)cc1 (stereo unspecified)	10%	·	3%	-0.1%
c1ccc(SC(Sc2ccccc2)c2ccc3c(c2)OCO3)cc1	7%[9.22 µM]	-4%[10.9 µM]	4%[9.22 µM]	0.0%[11.4 µM]
CC(C)CCn1c(SCCN2CCOCC2)nc2c1c(=O)[nH]c(=O)n2C	11%	·	-4%	4.4%
Cc1ccc(OCC(=O)N(Cc2nc(-c3ccccc3)no2)C(C)C)cc1C	-4%	-6%[10.9 µM]	17%	?
Cc1ccc(NC(=O)c2cccs2)cc1NC(=O)c1ccco1	-9%	2%	1%	-0.1%
CCCC1=C(C(=O)OCC)C(c2ccccc2OC)NC(=O)N1 (stereo unspecified)	13%	-3%	11%	-0.1%
CCOc1ccc(NC(=O)CSc2nnc(-c3ccc(C)cc3)c(-c3ccc(C)cc3)n2)cc1	5%	-15%[10.9 µM]	-25%	?
O=C(CN1CCN(c2ccccc2F)CC1)c1ccc2c(c1)OCO2	-1%	·	-3%	·
COc1cccc(OC)c1C(=O)Nc1c(C)n(C)n(-c2ccccc2)c1=O	8%	2%	5%	1.7%
O=C(NCc1ccc2c(c1)OCO2)C1CCCN(S(=O)(=O)c2cccc3nonc23)C1 (stereo unspecified)	-13%	-5%	9%	0.5%
CCOc1ccccc1N1CCN(CC(=O)Nc2nnc(CC)s2)CC1	-8%	-3%	-5%	0.3%
CC(C)Sc1oc(-c2ccco2)nc1S(=O)(=O)c1ccccc1	1%	-2%	-11%	4.1%
COc1ccc(S(=O)(=O)N(Cc2nc3ccccc3c(=O)[nH]2)C2CCCC2)cc1	4%	-11%	-4%	-1.2%
Cc1ccc(Cl)cc1NC(=O)c1cc(S(=O)(=O)N2CCOCC2)cn1C	-4%	-10%[10.9 µM]	-4%	2.0%
COC(=O)C1=C(C)NC(=O)CC1c1cc(Br)ccc1F (stereo unspecified)	-2%	-11%	2%	2.3%
COc1ccc(Br)c2c1C[C@H](C(=O)O)CC2	-4%[9.22 µM]	-2%[10.9 µM]	3%[9.22 µM]	-0.5%[11.4 µM]
O=C(Nc1ccc2[nH]c(=O)c(=O)[nH]c2c1)c1cccc(F)c1	7%	16%[10.9 µM]	10%	6.8%
O=C(Nc1cnc2sc3c(n2c1=O)CCCC3)c1ccc(F)cc1	-10%	-2%	4%	0.3%
O=C(CSc1nnc(CNc2ccccc2)o1)N1CCN(C(=O)c2ccco2)CC1	-3%	-10%	-1%	-0.2%
